Source: PubChem BioAssay
Rac1 act GTP bind: alters GTP binding to activated mutant human Rac1 | P63000 | GST-Rac1 activated beads, fluorescent GTP binding, flow cytometry; actives lie on both sides; 100% means binding = to untreated wells | percent activity (GTP binding), % at 10 µM | 0.11% of 190,000 active | AID 764;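 active = GTP binding at least 20 percentage points away from the 100% baseline, in either direction, so actives lie on both sides; inconclusive = Compound likely fluorescent itself, or too few beads counted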
Pf gamet viab: P. falciparum stage V gametocyte viability inhibition | P. falciparum stage V gametocytes, ATP luminescence, 24 h | inhibition, % at 10.9 µM | 0.065% of 150,000 active | AID 743093;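 active = inhibition above the mean plus 3 SD of compounds within the control limits, set per campaign, cut at about 38% in these data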;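 also: 0% = DMSO wells and 100% = medium only without gametocytes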
Rab2A wt mod: changes GTP binding to wildtype dog Rab2A, up or down; GTP binding activity, % at 10 µM; GST-Rab2 wt beads, Bodipy-GTP binding, flow cytometry; 0.19% of 190,000 active; P61105;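 active = GTP binding activity at least 20 points away from 100%, either lowered or raised; inconclusive = signal likely due to the compound's own green fluorescence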;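 also: 0% = beads with excess unlabeled GTP and 100% = no-compound control corrected for plate trend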
ABCG2 inh: inhibitors of human ABCG2 transporter, ABCB1 counter-screen; Q9UNQ0; inhibition, % at 6.6 µM; IgMXP3 cells, JC-1 efflux, flow cytometry; 0.1% of 190,000 active;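 active = inhibition above 80%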;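 also: 0% = DMSO and 100% = nicardipine control wells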
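Test system: IgMXP3 (ABCG2) plus far-red-tagged CCRF-Adr (ABCB1) cells. Reagent: JC-1 dye as substrate. Timing: 10 min exposure at 25 °C with rotation, no wash. Measured by: flow cytometric JC-1 green MFI at 530 nm. Read-out: percent efflux inhibition, scaled nicardipine 100% to DMSO 0%. Control set: nicardipine and DMSO wells.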
ABCB1 block: human ABCB1 inhibition, ABCG2 as counter-screen; inhibition, % at 6.6 µM; AID 1326; CCRF-Adr cells, JC-1 efflux, flow cytometry; 0.067% of 190,000 active; in the data active = inhibition above about 40%;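 also: 0% = vehicle and 100% = reference inhibitor; higher value means more JC-1 retained so stronger ABCB1 efflux block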
Rab7 wt modul: modulators of GTP binding to dog Rab7 wildtype GTPase; GST-Rab7 beads, fluorescent GTP binding, flow cytometry; actives lie on both sides; untreated = 100%, excess cold GTP = 0%; GTP binding activity (percent of control), % at 10 µM; 0.055% of 190,000 active; AID 758;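 active = fluorescent GTP binding to Rab7 beads changed by at least 20 points from the 100% baseline, either direction, mostly lower; inconclusive = compound itself probably fluorescent, or too few beads counted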;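 also: median green fluorescence of bound Bodipy-FL-GTP per Rab7 bead population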
Mcl1-Noxa inh: disrupts binding of human Mcl-1 to Noxa peptide; inhibition, % at 21.7 µM; AID 1022; Q07820; 1.5% of 220,000 active; TR-FRET Mcl-1/Noxa peptide binding, 2 h;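 active = compounds that cut the protein-peptide binding signal by more than 50% relative to plate controls in a single-dose test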;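 also: His-tagged Mcl-1 with rhodamine Noxa BH3 peptide and terbium anti-His antibody; 0% = Mcl-1 plus Noxa peptide wells and 100% = peptide-only wells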
Target sequence (Q07820 whole entry, looked up): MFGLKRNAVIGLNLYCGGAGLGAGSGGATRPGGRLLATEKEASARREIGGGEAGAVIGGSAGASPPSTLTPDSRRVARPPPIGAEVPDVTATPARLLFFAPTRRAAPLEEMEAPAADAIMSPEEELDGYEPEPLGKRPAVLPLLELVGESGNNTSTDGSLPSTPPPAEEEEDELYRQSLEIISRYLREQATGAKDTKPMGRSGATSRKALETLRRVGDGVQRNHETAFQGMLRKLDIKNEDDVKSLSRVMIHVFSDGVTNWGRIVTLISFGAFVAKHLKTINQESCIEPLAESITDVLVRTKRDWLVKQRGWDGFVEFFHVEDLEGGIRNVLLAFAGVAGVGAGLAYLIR
Cdc42 wt GTP: changes GTP binding to wildtype human Cdc42; P60953; 0.2% of 190,000 active; GST-Cdc42 beads, Bodipy-GTP binding, flow cytometry; actives lie on both sides; AID 761; percent activity (GTP binding), % at 10 µM;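 active = percent activity GTP binding at least 20 points away from the 100% baseline, either down as inhibitor or up as activator; inconclusive = compound flagged as likely green fluorescent from well-wide comparison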;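 also: median bead fluorescence of bound Bodipy-FL-GTP at 100 nM; 0% = excess unlabeled GTP control and 100% = no compound control; below 100% means less GTP binding so inhibitor and above means activator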
Target sequence (P60953 whole entry, looked up): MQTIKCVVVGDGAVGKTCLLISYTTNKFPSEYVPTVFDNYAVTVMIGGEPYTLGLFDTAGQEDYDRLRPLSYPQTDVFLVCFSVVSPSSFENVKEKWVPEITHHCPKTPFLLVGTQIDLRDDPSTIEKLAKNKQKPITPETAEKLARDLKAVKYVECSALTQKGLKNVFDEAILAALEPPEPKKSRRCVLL
HRas wt GTP bind: human HRas wildtype GTP binding, change in either direction; P01112; GST-Ras wt beads, Bodipy-FL-GTP binding, flow cytometry; actives lie on both sides; GTP binding activity, % at 10 µM; 0.14% of 190,000 active;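 active = GTP binding activity at least 20% away from the 100% baseline, either lowered as inhibitor or raised as activator; inconclusive = flagged as likely green fluorescent, judged across all proteins in the well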;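 also: 0% = unlabeled GTP competition control and 100% = no-compound control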
Target sequence (P01112 whole entry, looked up): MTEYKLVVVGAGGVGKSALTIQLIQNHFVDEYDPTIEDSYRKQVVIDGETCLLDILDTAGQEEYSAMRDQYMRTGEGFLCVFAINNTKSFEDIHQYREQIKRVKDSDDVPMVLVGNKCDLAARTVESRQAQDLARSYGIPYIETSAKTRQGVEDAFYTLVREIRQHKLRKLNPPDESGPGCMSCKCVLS
Rac1 wt GTP bind: alters GTP binding to wildtype human Rac1. P63000. GST-Rac1 beads, fluorescent GTP binding, flow cytometry; actives lie on both sides; 0 = cold GTP competed, 100 = untreated. GTP binding activity (% of control), % at 10 µM. 0.27% of 190,000 active;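 active = GTP binding activity at least 20 points away from the 100% control level, either lower or higher; inconclusive = compound flagged as likely green fluorescent, judged across all proteins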
Avidin fluor: avidin bead compound fluorescence profile | 0.38% of 220,000 active | Avidin beads, compound fluorescence 488/530 nm, flow cytometry; stronger effect = higher value | fluorescence (KMESF) at 10 µM; in the data active = fluorescence above about 47; also: inactives centre near 10
An asterisk follows results filed as active; ? = inconclusive; / = no result given. An unsorted share of the library, and some 2.3% of all compounds hit somewhere here.

SMILES	Rac1 act GTP bind	Pf gamet viab	Rab2A wt mod	ABCG2 inh	ABCB1 block	Rab7 wt modul	Mcl1-Noxa inh	Cdc42 wt GTP	HRas wt GTP bind	Rac1 wt GTP bind	Avidin fluor
Cn1c(-c2ccccc2)cnc1SCc1nc2ccccc2c(=O)[nH]1	96.0	6.6	96.0	0.4	0.1	96.0	-14.7	97.0	97.0	99.0	4
OCCNCC(O)Cn1c2ccccc2c2ccccc21 (stereo unspecified)	91.0	-7.2	93.0	-3.0	-0.4	98.0	-5.6	86.0	91.0	88.0	10
CCCCN(C)CCNC(=O)C(NC(=O)C1CCC(C)CC1)C(C)C (stereo unspecified)	98.0	10.1	106.0	0.1	-0.1	108.0	-11.7	104.0	102.0	104.0	/
COc1ccc(NC(=O)C2CC(=O)N(c3cc(C)ccc3C)C2)cc1 (stereo unspecified)	101.0	/	101.0	2.4	0.2	102.0	7.1	103.0	102.0	103.0	5
CCOC(=O)c1c(NC(=O)CSc2nnc3c(Cl)cc(Cl)cn23)sc2c1CCC2	97.0	/	95.0	0.0	0.0	95.0	1.9	104.0	97.0	101.0	9
CCC(=O)N1CCN(c2cc(C)ccc2C)CC1	92.0	/	93.0	0.8	0.2	95.0	0.4	95.0	95.0	99.0	45
COc1cccc(N(C(=O)Cn2nnc(-c3ccc(C)o3)n2)C(C(=O)NC(C)(C)C)c2cccs2)c1 (stereo unspecified)	97.0	8.8	98.0	3.1	2.1	102.0	-8.8	98.0	99.0	101.0	19
N#CC1=C(N)NC(=S)C(C(N)=O)C1c1ccc(Cl)cc1Cl (stereo unspecified)	95.0	-6.9	93.0	6.7	0.2	98.0	8.3	99.0	94.0	99.0	8
Cc1c(NC(=O)c2ccc(Cl)s2)c(=O)n(-c2ccccc2)n1C	99.0	19.3	96.0	2.4	2.3	99.0	10.6	105.0	99.0	107.0	13
O=C(NCCCn1ccnc1)c1sc2cccc(F)c2c1Cl	100.0	/	101.0	10.9	1.5	101.0	1.0	103.0	100.0	105.0	36
O=C1CCCN1Cc1ncnn1-c1ccccc1	101.0	/	103.0	11.8	1.0	101.0	8.8	104.0	102.0	110.0	26
CCOC(=O)C1CCCN(C(=O)COc2ccc(S(=O)(=O)N(CC)c3ccccc3)cc2)C1 (stereo unspecified)	97.0	/	94.0	8.6	0.7	97.0	-2.1	97.0	94.0	98.0	22
COc1ccc(C(=O)N2CCN(c3cnn(-c4ccccc4)c(=O)c3Cl)CC2)cc1	97.0	17.2	96.0	30.8	1.4	99.0	4.6	97.0	97.0	97.0	8
CCc1nc2c(cnn2-c2ccc(F)cc2)c(=O)n1-c1ccc(N2CCC(C)CC2)cc1	96.0	/	97.0	14.6	1.5	99.0	1.1	93.0	96.0	95.0	12
O=C(Nc1ccccc1)C1=C(c2ccccc2)S(=O)(=O)CCS1(=O)=O	81.0	-36.8	87.0	7.4	1.7	98.0	37.0	77.0*	90.0	87.0	6
O=C(/C=C\c1ccccc1)Oc1cccc2cccnc12	97.0	12.7	103.0	2.0	0.2	101.0	9.9	104.0	101.0	101.0	10
COc1ccc(NC(=O)COc2ccccc2C#N)c(S(=O)(=O)N2CCCCC2)c1	?	/	?	2.2	0.7	?	6.0	?	?	?	8
Cc1ccnc(NS(=O)(=O)c2ccc(Oc3ccccc3)cc2)c1	99.0	14.4	103.0	1.3	0.5	104.0	18.4	108.0	104.0	106.0	15
CN(C)C(=O)C1C2NC(=S)N(c3cccc(Cl)c3)C1(C)Oc1ccc(Cl)cc12 (stereo unspecified)	92.0	-23.2	94.0	-1.0	-0.1	94.0	-6.4	94.0	96.0	91.0	/
CS(=O)(=O)N(CC(=O)NCc1ccccc1)C1CCCCC1	101.0	-11.5	101.0	8.4	0.4	102.0	-7.8	105.0	104.0	107.0	6
COc1ccccc1CNC(=O)C1CCN(S(=O)(=O)c2cccc3cccnc23)CC1	101.0	/	100.0	3.3	0.5	100.0	-4.1	100.0	100.0	106.0	10
O=C(CS(=O)c1ccc(C(F)(F)F)cc1[N+](=O)[O-])Oc1ccc(Cl)cc1 (stereo unspecified)	97.0	1.6	100.0	2.8	1.1	105.0	-1.2	99.0	101.0	100.0	14
COc1cc(/C=C/C(=O)O)ccc1OCc1ccccc1C#N	100.0	6.0	95.0	0.0	0.1	101.0	-0.3	96.0	98.0	106.0	2
Cc1ccc(CN2C(=O)c3ccccc3NC2c2ccccn2)cc1 (stereo unspecified)	99.0	23.1	102.0	7.7	1.6	105.0	6.5	101.0	100.0	101.0	10
CSc1nc2ccc(Cl)cc2[nH]1	99.0	7.0	101.0	4.8	-0.4	94.0	5.2	101.0	102.0	102.0	9

More records follow:
SMILES	Rac1 act GTP bind	Pf gamet viab	Rab2A wt mod	ABCG2 inh	ABCB1 block	Rab7 wt modul	Mcl1-Noxa inh	Cdc42 wt GTP	HRas wt GTP bind	Rac1 wt GTP bind	Avidin fluor
CC(C)CCNC(=O)NC(=O)CSc1nnc(COc2ccccc2Cl)o1	99.0	/	100.0	8.6	2.0	103.0	13.2	99.0	100.0	100.0	7
CS(=O)(=O)c1ccc(Cl)c(NC(=O)C2CC(=O)N(Cc3ccccc3)C2)c1 (stereo unspecified)	101.0	/	102.0	2.7	0.7	100.0	-3.0	101.0	102.0	108.0	9
O=C(CC1CC2CCC1C2)Nc1nc(-c2ccccn2)cs1 (stereo unspecified)	93.0	12.0	95.0	7.5	0.8	99.0	-13.5	93.0	93.0	96.0	10
COC(=O)C(CCCCNC(=O)c1ccc([N+](=O)[O-])cc1)NC(=O)c1ccc([N+](=O)[O-])cc1 (stereo unspecified)	99.0	6.7	99.0	17.3	2.9	102.0	-3.5	99.0	101.0	105.0	4
Cc1cccc(NC(=S)N(CCCN2CCOCC2)Cc2ccco2)c1	96.0	-21.2	99.0	-0.3	0.0	102.0	15.7	93.0	98.0	98.0	12
C#CCOCCOCCOCCNc1nc(N2CCN(C(=O)[C@H]([C@@H](C)CC)n3cc(CCCN=C(N)N)nn3)CC2)nc(N2CCN(C(=O)[C@H](Cc3ccc(O)cc3)n3cc(CCO)nn3)CC2)n1	96.0	17.9	98.0	0.2	0.6	95.0	11.8	99.0	96.0	100.0	7
CN1/C(=C\C(=O)COC(=O)CNC(=O)c2ccccc2F)C(C)(C)c2ccccc21	100.0	-10.2	100.0	0.0	1.0	102.0	-7.3	102.0	102.0	101.0	11
Cc1ccc(NC(=O)CSc2ncn(-c3ccccc3)n2)cc1C	99.0	-7.2	97.0	3.2	0.4	99.0	-3.2	98.0	100.0	100.0	8
N#CNC(=Nc1cccc(F)c1)SCc1cccc(F)c1	102.0	-11.7	102.0	-4.7	-0.2	100.0	-8.0	103.0	103.0	108.0	12
Oc1ccc(Br)cc1-c1nc2cnccn2c1NC1CCCC1	99.0	/	101.0	21.5	0.4	103.0	/	100.0	101.0	101.0	10
CCCc1oc(C(=O)O)cc1CN	96.0	/	101.0	1.3	0.3	103.0	13.2	100.0	103.0	97.0	10
Cc1cc(C)n(CC(=O)c2cccc([N+](=O)[O-])c2)n1	94.0	16.8	99.0	4.1	1.0	106.0	0.4	101.0	96.0	97.0	14
CC1CCCN(C(=S)SCC(=O)c2cc(Br)cc(Br)c2O)C1 (stereo unspecified)	91.0	8.6	94.0	0.4	0.2	99.0	14.8	93.0	94.0	98.0	10
Cc1ccc(C)c(NC(=O)CN(C)C(=O)c2cccc(S(=O)(=O)N(C)C)c2)c1	96.0	-11.3	98.0	0.9	-0.2	104.0	11.7	98.0	99.0	101.0	15
CC(O/N=C/c1ccccc1OC(F)F)C(=O)Nc1cccc(S(=O)(=O)N2CCOCC2)c1 (stereo unspecified)	98.0	-3.3	97.0	6.1	2.3	101.0	8.7	99.0	98.0	101.0	8
Cc1cc(C(=O)Nc2cc(C)n(Cc3ccc(Cl)cc3)n2)no1	100.0	/	100.0	39.9	2.3	101.0	6.5	101.0	100.0	102.0	25
CCOC(=O)c1c(C)[nH]c(C(=O)NCc2ccco2)c1C	95.0	/	97.0	17.0	0.9	104.0	1.5	95.0	96.0	99.0	9
Cn1cnnc1SCC(=O)c1ccco1	100.0	13.9	104.0	-0.3	-0.2	100.0	5.0	102.0	104.0	103.0	9
COc1ccc(/C=N/N=C2/NC(=O)C(c3ccccc3)S2)c(OC)c1 (stereo unspecified)	95.0	/	98.0	-0.3	-0.1	98.0	2.3	97.0	98.0	96.0	34
CC1CC(C)CN(CCCNC(=O)COc2cc(=O)n(C)c3ccccc23)C1 (stereo unspecified)	98.0	5.4	98.0	0.0	0.0	100.0	18.5	99.0	101.0	104.0	7
COc1cc(C(=O)Oc2cccc(C=O)c2)cc(OC)c1OC	96.0	/	96.0	63.9	1.3	100.0	21.2	95.0	98.0	102.0	12
COC(=O)c1[nH]nc2c1C(=O)N(C1CCCCC1)C2=O	98.0	13.3	102.0	2.3	0.2	99.0	9.9	102.0	101.0	99.0	15
Cc1ccc(-c2nnc(Sc3nc4ccccc4o3)c3ccccc23)cc1	96.0	/	98.0	-0.8	-0.1	97.0	-3.9	98.0	99.0	99.0	30
N#Cc1ccc(N2Cc3ccccc3C2=NC(=O)c2cccs2)cc1	100.0	7.3	98.0	-4.2	-0.5	100.0	25.9	106.0	98.0	103.0	6
COc1ccc(-c2nnn(CC(=O)c3c[nH]c4ccccc34)n2)cc1OC	100.0	/	100.0	-0.1	0.0	98.0	-5.7	99.0	101.0	108.0	12
CCC/C=N/Nc1nc2ccccc2s1	93.0	/	101.0	4.5	0.0	106.0	10.1	96.0	99.0	101.0	11
COCCCC1CCN(Cc2nc(Cc3ccccc3Cl)no2)CC1	94.0	-14.5	99.0	2.6	1.6	102.0	1.9	97.0	98.0	100.0	3
O=S(=O)(c1cc(Cl)ccc1Br)N1CCOCC1	97.0	/	100.0	0.3	0.7	101.0	-7.4	98.0	101.0	101.0	6

Some entries already given, showing only Rab2A wt mod.
canonical_smiles | Rab2A wt mod
CC(C)CCNC(=O)NC(=O)CSc1nnc(COc2ccccc2Cl)o1 | 100.0
CS(=O)(=O)c1ccc(Cl)c(NC(=O)C2CC(=O)N(Cc3ccccc3)C2)c1 (stereo unspecified) | 102.0
